GSTO1 counter: inhibitors of recombinant GSTO1, primary screen, counter-screen for RBBP9 inhibitor project, biochemical, fluorescence polarization; 1.1% of 300,000 active; Glutathione S-transferase omega-1 (Homo sapiens), P78417; activity-based probe fluorescence polarization; inhibition, % at 5.96 µM;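 active means inhibition above the campaign mean inhibition plus 3 SD, cut at about 35% in these data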;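 further: 0% = GSTO1-1 with DMSO and 100% = wells lacking GSTO1-1 enzyme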
PAFAH1B2 inh: PAFAH1B2 enzyme inhibitors, primary screen, biochemical, fluorescence polarization, human; recombinant PAFAH1B2, FP-rhodamine activity probe; Platelet-activating factor acetylhydrolase IB subunit alpha2 (Homo sapiens), P68402; inhibition, % at 3.39 µM; AID 492953, 2010; 1.2% of 340,000 active;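 active means inhibition above the mean of all tested compounds plus 3 SD, cut at about 24% in these data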;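 further: 0% = enzyme with DMSO and 100% = wells lacking PAFAH1B2; many of its hits are not listed in these tables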
PAD4 FP inh: human PAD4 inhibitors, primary screen, biochemical, fluorescence polarization, 1536-well format; 0.41% of 330,000 active; Protein-arginine deiminase type-4 (Homo sapiens), Q9UM07; recombinant PAD4, RCA probe fluorescence polarization; inhibition, % at 6.36 µM;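 active means percent inhibition above a cutoff equal to the mean of all tested compounds plus 3 SD, cut at about 15% in these data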;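 further: 0% = PAD4 with RCA probe and DMSO and 100% = probe without PAD4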
Target sequence (Q9UM07 whole entry, looked up): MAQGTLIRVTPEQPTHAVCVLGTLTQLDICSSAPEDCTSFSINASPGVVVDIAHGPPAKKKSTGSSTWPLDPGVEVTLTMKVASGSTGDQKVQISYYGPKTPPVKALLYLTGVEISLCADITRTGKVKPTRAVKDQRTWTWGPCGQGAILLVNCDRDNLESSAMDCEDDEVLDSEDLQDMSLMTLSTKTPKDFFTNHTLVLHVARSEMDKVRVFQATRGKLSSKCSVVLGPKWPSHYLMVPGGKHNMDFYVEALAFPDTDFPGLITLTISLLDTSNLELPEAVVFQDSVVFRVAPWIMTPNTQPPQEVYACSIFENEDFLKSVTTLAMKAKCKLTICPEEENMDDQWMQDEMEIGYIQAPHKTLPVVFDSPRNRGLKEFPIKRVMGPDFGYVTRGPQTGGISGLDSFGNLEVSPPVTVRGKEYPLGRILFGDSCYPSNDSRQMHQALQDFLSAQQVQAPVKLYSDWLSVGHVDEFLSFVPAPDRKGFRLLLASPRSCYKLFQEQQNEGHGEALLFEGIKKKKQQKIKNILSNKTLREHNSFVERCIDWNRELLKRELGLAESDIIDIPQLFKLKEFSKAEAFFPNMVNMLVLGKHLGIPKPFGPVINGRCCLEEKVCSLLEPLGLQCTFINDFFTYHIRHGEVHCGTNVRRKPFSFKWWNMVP
PAFAH2 FP inh: PAFAH2 enzyme inhibitors, primary screen, biochemical, fluorescence polarization, human; Platelet-activating factor acetylhydrolase 2, cytoplasmic (Homo sapiens), Q99487; recombinant PAFAH2, FP-rhodamine activity probe; inhibition, % at 3.39 µM; 0.99% of 340,000 active;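 active means inhibition above the mean over all tested compounds plus 3 SD, cut at about 30% in these data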;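 further: inhibitors block probe labeling of enzyme so polarization drops; 0% = enzyme with DMSO and 100% = wells lacking PAFAH2 protein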
PAFAH1B3 FP inh: PAFAH1B3 enzyme inhibitors, primary screen, biochemical, fluorescence polarization, human. Platelet-activating factor acetylhydrolase IB subunit alpha1 (Homo sapiens), Q15102. recombinant PAFAH1B3, FP-rhodamine probe. inhibition, % at 3.39 µM. 0.28% of 340,000 active. AID 492972, 2010;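 active means inhibition above the screen-wide average of all tested compounds plus 3 SD, cut at about 25% in these data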;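 further: 0% = enzyme with DMSO only and 100% = wells lacking PAFAH1B3 protein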
pPAFAH inh: pPAFAH enzyme inhibitors, primary screen, biochemical, fluorescence polarization, human. Platelet-activating factor acetylhydrolase (Homo sapiens), Q13093. recombinant pPAFAH, FP-rhodamine probe fluorescence polarization. inhibition, % at 3.39 µM. 1.5% of 330,000 active;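 active means inhibition above the mean inhibition across the screen plus 3 SD, cut at about 25% in these data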;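 further: inhibitors block binding of the rhodamine activity-based probe so polarization drops; 0% = enzyme with DMSO and 100% = wells lacking pPAFAH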
Target sequence (Q13093 whole entry, looked up): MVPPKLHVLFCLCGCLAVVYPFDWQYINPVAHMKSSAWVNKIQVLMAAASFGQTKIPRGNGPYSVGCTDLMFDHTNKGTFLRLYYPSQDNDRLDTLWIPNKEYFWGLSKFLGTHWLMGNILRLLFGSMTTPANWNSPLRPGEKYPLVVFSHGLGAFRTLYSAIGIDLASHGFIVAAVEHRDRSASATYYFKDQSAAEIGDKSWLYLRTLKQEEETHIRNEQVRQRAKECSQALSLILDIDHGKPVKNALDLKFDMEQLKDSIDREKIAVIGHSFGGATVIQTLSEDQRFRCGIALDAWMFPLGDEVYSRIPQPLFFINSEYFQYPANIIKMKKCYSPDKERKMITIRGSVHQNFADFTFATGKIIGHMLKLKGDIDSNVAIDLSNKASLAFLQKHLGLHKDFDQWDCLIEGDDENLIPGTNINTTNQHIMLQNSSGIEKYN
Fam108B counter: mouse Fam108B serine hydrolase inhibitors, primary screen, counter-screen for RBBP9 inhibitor project, biochemical, fluorescence polarization | inhibition, % at 9.51 µM | 0.33% of 300,000 active | AID 1947, 2009 | recombinant Fam108B, FP-Rh probe fluorescence polarization;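 active means inhibition above the screen mean inhibition plus 3 SD, computed separately per campaign, cut at about 18% in these data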;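 further: inhibitors lower polarization as less probe binds the enzyme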
PME-1 inh: PME-1 inhibitors via competitive probe labeling, primary screen, biochemical, fluorescence polarization, FP-Rh probe, HTS. Protein phosphatase methylesterase 1 (Homo sapiens), Q9Y570. recombinant PME-1. inhibition, % at 5.9 µM. 0.53% of 320,000 active. AID 2130, 2009;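 active means inhibition above the campaign mean of all compounds plus 3 SD, cut at about 26% in these data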;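 further: competitive labeling of PME-1 active site by serine hydrolase directed probe; 0% = PME-1 with DMSO and 100% = wells lacking PME-1 enzyme; inhibitors block probe labeling so polarization falls and inhibition rises; many of its hits are not listed in these tables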
LYPLA1 counter: LYPLA1 inhibitors, primary screen, counter-screen for PME1 inhibitor project, biochemical, fluorescence polarization, FP-Rh probe ABPP; Acyl-protein thioesterase 1 (Homo sapiens), O75608; recombinant LYPLA1; inhibition, % at 5.9 µM; 0.16% of 320,000 active;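 active means inhibition above the mean of all tested compounds plus 3 SD, set per campaign, cut at about 14% in these data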;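 further: inhibitors block serine hydrolase probe labeling of LYPLA1 so polarization falls; 0% = enzyme with DMSO and 100% = wells lacking LYPLA1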
The depositor's hits bear a star; nt = no result given. These rows are one share of the data; rates above refer to the full screens.

SMILES	GSTO1 counter	PAFAH1B2 inh	PAD4 FP inh	PAFAH2 FP inh	PAFAH1B3 FP inh	pPAFAH inh	Fam108B counter	PME-1 inh	LYPLA1 counter
CCOC(=O)c1c(NC(=O)C2C3C=CC(C3)C2(C)C(=O)O)sc2c1CCCC2 (centres undefined)	2	-1	-1	11	-2	4	5	9	-3
CC(=O)N1CCC(N(CCN2CCOCC2)C(=S)Nc2ccccc2C)CC1	6	7	-5	7	7	4	0	-5	-2
Cc1ccc(C2SCC(=O)N2c2ccccc2)cc1 (centres undefined)	5	22	-4	4	11	2	1	-3	-9
CCC(Sc1nc(C)cc(C)n1)C(=O)O (centres undefined)	8	3	-2	3	1	0	5	-4	-4
CCOc1ccc(/C=C/C2=Cc3c(sc(NC(=O)CSc4n[nH]c(N)n4)c3C#N)C(C)(C)C2)cc1	-23	-5	-14	-8	-10	10	-25	-40	-27
O=C(CCc1nnc(-c2ccc(-c3ccccc3)cc2)o1)NCCc1ccccn1	4	6	-2	-2	0	4	4	-5	-1
O=C(NCCC1=CCCCC1)c1ccc(-n2cncn2)c([N+](=O)[O-])c1	17	2	0	2	7	0	0	-9	-2
Cc1ccc(OCC(=O)N(Cc2ccco2)C2CCS(=O)(=O)C2)cc1 (centres undefined)	-1	1	-4	-1	7	5	2	-4	0
Cc1cc(C(=O)CN2C(=O)CCC2=O)c(C)n1Cc1ccccc1	17	-6	-1	-6	0	4	-4	4	-1
COc1ccc(C(CNc2ccc(C(F)(F)F)cn2)N(C)C)cc1OC (centres undefined)	6	0	-5	2	3	-2	-2	3	-1
CCOC(=O)c1ccc(NC2c3ccccc3C(=O)N2c2ccc(C)cn2)cc1 (centres undefined)	-5	1	-5	3	-7	-1	0	4	-1
O=[n+]1c2c(n([O-])c3c1CCC3)CCCC2	-3	0	-4	-7	3	-1	-1	-4	0
Cc1cc([N+](=O)[O-])ccc1N=Nc1c(N)[nH]n(-c2ccccc2)c1=O	5	9	-1	20	2	9	4	0	-2
O=C1c2ccc(Oc3ccc([N+](=O)[O-])cc3)cc2C(=O)N1CCO	10	9	0	3	7	3	1	0	0
CC(=O)c1ccc(OCCCC(=O)OCc2nnc(-c3ccc(Cl)cc3)o2)cc1	-6	9	0	-6	1	14	-1	-3	-2
COc1cc(C(=O)N/N=C(\C)c2ccc3c(c2)OCO3)cc(OC)c1OC	-4	7	1	3	3	-2	-2	-3	-3
Cc1ccc(-c2nc3ncccn3c2Nc2ccccc2C)o1	-1	5	2	6	9	8	-1	5	2
COC(=O)c1ccc(/C=N\n2c(C)nnc2C)cc1	3	1	-2	-7	10	2	4	-4	1
O=C1c2ccncc2C(=O)N1CO	0	-3	3	-3	-4	6	-1	-1	4
CCCCC(=O)Nc1ccc2c3c(cccc13)C(=O)N2CC	2	-3	-1	6	6	5	6	-6	0
S=C(NCc1ccc2c(c1)OCO2)NCc1ccc2c(c1)OCO2	0	-1	-3	-9	5	5	1	-1	-4
COc1ccc(/C=C/C(=O)OCC(=O)Nc2ccc(N3CCOCC3)cc2)cc1OC	4	0	1	16	9	8	0	-4	-1
[N-]=[N+]=NC[C@H](c1ccccc1)N1CCN(Cc2ccccc2)CCC1=O	0	2	-5	4	9	9	-2	5	-3
CCOc1ccc2nc(SCC#N)c(C#N)cc2c1	2	-1	-8	6	0	8	-1	7	5
O=C(N/N=C/c1cc(Br)c(Br)o1)C(O)c1ccccc1 (centres undefined)	2	3	1	9	-6	6	3	0	-4
CCN(CC(=O)Nc1cc(Cl)ccc1C)C(=O)c1oc2ccc(OC)cc2c1C	5	7	-2	5	5	4	-2	2	-5
O=C(Nc1cccc(C(F)(F)F)c1)C12CC3CC(CC(C3)C1)C2	-4	4	-4	5	-8	1	-4	-3	-2
NC(=O)c1cccc2c3c([nH]c12)CCCC3	23	3	-5	4	2	0	-3	-1	-4
Fc1ccccc1OCCCN1CCOCC1	0	0	-2	1	9	3	0	2	0
O=C(CSc1ccc(Cl)cc1)Nc1ccccc1Oc1ccccc1	2	9	-2	-7	9	7	0	-1	-1

2 compounds from above, reduced to LYPLA1 counter, GSTO1 counter and PME-1 inh.
compound | LYPLA1 counter | GSTO1 counter | PME-1 inh
CC(=O)N1CCC(N(CCN2CCOCC2)C(=S)Nc2ccccc2C)CC1 | -2 | 6 | -5
Cc1ccc(C2SCC(=O)N2c2ccccc2)cc1 (centres undefined) | -9 | 5 | -3

Continued:
SMILES	GSTO1 counter	PAFAH1B2 inh	PAD4 FP inh	PAFAH2 FP inh	PAFAH1B3 FP inh	pPAFAH inh	Fam108B counter	PME-1 inh	LYPLA1 counter
Cc1ccc(-c2cc(C(=O)NCCCN3CCOCC3)c3ccc(Cl)c(C)c3n2)cc1	3	-6	0	-5	-4	4	-7	-2	-7
COc1ccc(S(=O)(=O)N2CCOCC2)cc1NS(=O)(=O)c1ccc(F)c(F)c1	nt	-1	-1	3	3	-2	nt	nt	nt
CCOC(=O)c1nccnc1C(=O)Nc1ccc(C(F)(F)F)cc1	7	2	-1	1	14	2	2	-8	-1
Cc1cc(OCC(=O)NNC(=S)NCC2CCCO2)cc(C)c1Cl (centres undefined)	4	-2	-4	4	1	5	2	0	6
CCOC(=O)c1oc2ccccc2c1CN1CCN(C(=O)c2ccccc2)CC1	2	2	2	-12	1	6	-1	10	-3
Cc1cc2c(cc1C)N(C(=O)CN1C(=O)c3ccccc3C1=O)C(C)(C)c1ssc(=S)c1-2	-2	5	44*	2	1	0	-1	4	-3
CCOC(=O)c1cc(-c2ccccc2)nn1CC1CC(c2cccc([N+](=O)[O-])c2)=NO1 (centres undefined)	5	3	-2	1	1	15	2	9	1
CCOc1ccc(-n2c(C)nc3cc(C(=O)NCc4ccc5c(c4)OCO5)ccc32)cc1	-1	5	1	-5	5	1	-2	0	-1
Cc1ccc(Nc2ccc(N3CCN(c4ccc([N+](=O)[O-])cc4)CC3)nn2)cc1	6	6	-6	-2	17	2	3	1	0
CCNc1nc(NCC)nc(Oc2ccc(OCc3ccccc3)nn2)n1	5	nt	1	nt	nt	1	2	9	1
CCc1nnc(NC(=O)CN2CCN(Cc3ccc(F)cc3)CC2)s1	-1	-1	5	-3	12	5	1	-2	-4
COc1ccc(OC)c(C(c2nnnn2C2CCCC2)N2CCN(c3ccc(F)cc3)CC2)c1 (centres undefined)	-2	1	-3	0	0	-6	1	-1	2
CCOC(=O)c1cc(C)nc(N2CCCCC2)c1C#N	-2	7	-1	-3	1	4	4	-4	1
O=C(O)CCCSCC(=O)Nc1ccccc1	0	-4	-2	4	6	2	5	-4	-1
O=C(c1cc2cc(F)ccc2[nH]1)N(Cc1cccnc1)CC1CCCN(C2CCCCC2)C1 (centres undefined)	0	3	-10	-4	3	2	-2	-4	-6
COc1ccc(OC)c(C2C(C(=O)c3ccccc3)=C(C)Nc3nc4ccccc4n32)c1 (centres undefined)	0	3	1	4	-2	6	2	7	-5
COc1ccc(NC(=O)C23CC4CC(C2)CC(n2cnc(Br)n2)(C4)C3)c(C)c1	7	-9	3	-1	2	7	3	2	-1
Cc1cc(N2CCN(C(=O)c3ccco3)CC2)n2nc(-c3cccc(Cl)c3)cc2n1	-8	-6	5	13	-7	5	-1	3	-1
COc1ccccc1N(C(=O)c1ccco1)C(C(=O)NC1CCCC1)c1cccs1 (centres undefined)	3	18	0	18	5	-2	7	-4	-1
COc1ccc(C(=O)OCC(=O)NCC2CCCCC2)cc1S(=O)(=O)N1CCCc2ccccc21	-26	0	1	74*	3	8	-6	-2	-7
COc1cc(OC)c(N(C)S(=O)(=O)c2cccc(C(=O)Nc3nccs3)c2)cc1Cl	nt	-4	-2	-8	5	1	nt	nt	nt
Cc1sc2ncnc(OCC(=O)NC3CCS(=O)(=O)C3)c2c1C (centres undefined)	3	2	-3	2	-4	-1	-1	3	0
O=C(ON=C1CCN(S(=O)(=O)c2ccccc2)CC1)c1cccc(Cl)c1	1	17	-1	82*	9	13	4	7	3
Cc1c(Cl)c([N+](=O)[O-])nn1CCCC(=O)NC1CCCCC1	3	4	6	0	8	4	-1	2	0
O=C(Nc1cc2ccccc2oc1=O)C1CCCCC1	2	0	0	4	4	5	4	6	2
Cn1cccc1Cc1nnc(SCC(=O)N2CCCc3ccccc32)n1-c1ccc(F)cc1	4	7	-2	9	2	9	0	1	-2
O=C(CN1C(=O)NC2(CCCCCCC2)C1=O)NCc1ccc2c(c1)OCO2	-2	2	-2	2	8	4	-1	-1	0
O=S(=O)(NCCN1CCOCC1)c1ccc(Cl)c(Cl)c1	-3	4	0	11	3	8	2	5	-2
CCOC(=O)C1CCCN(C(=O)C2CCN(S(=O)(=O)N3CCC4(CC3)OCCO4)CC2)C1 (centres undefined)	-1	4	-1	10	6	6	-3	-1	3
CCC(C)c1ccc(OCC(=O)Nc2ccc3c(c2)C(=O)NC3=O)cc1 (centres undefined)	1	0	5	-6	5	4	-5	-106	3
CC(=O)c1cccc(NC(=O)C(C)OC(=O)CCCN=C2NS(=O)(=O)c3ccccc32)c1 (centres undefined)	1	5	2	-4	7	4	-1	1	2
COc1ccc(-c2cccc3c2NC(=O)C3=O)cc1OC	nt	2	0	-1	-6	2	nt	nt	nt
CN(Cc1ccccc1Br)C(=O)CN1C(=O)NC2(CCCCCC2)C1=O	nt	1	-5	2	1	5	nt	0	0
CC(=O)Nc1ccc(S(=O)(=O)NCc2nc(-c3ccccc3Cl)no2)cc1	-3	3	3	14	12	-3	1	0	1
Oc1ccccc1-c1ccn[nH]1	nt	4	-4	0	0	1	nt	nt	nt
CCOc1cc(C(=O)Nc2cc(C)ccc2OC)ccc1OCC(=O)N1CCCCC1	2	0	0	6	3	5	0	-3	2
CCC(=O)Nc1ccc(NC(=O)CSc2nnc(-c3ccco3)n2CC)cc1	9	-1	1	4	-3	-1	-7	4	-2
O=C(Nc1ccc(Br)cc1F)c1sccc1-n1cccc1	6	8	-2	13	0	3	-1	0	-4
Cc1cccnc1NC(=O)C1CCCN(S(=O)(=O)c2ccc3c(c2)oc(=O)n3C)C1 (centres undefined)	4	1	0	2	1	2	-2	4	1
COC(=O)C1CCN(CC(=O)Nc2ccccc2Sc2ccccc2)CC1	-1	-1	4	0	-3	9	1	10	2
COC(=O)c1nnn(-c2cccc(Cl)c2)c1C(=O)OC	0	4	1	4	2	6	2	4	1
CCS(=O)(=O)N1CCC(NC(=O)c2ccco2)CC1	4	7	-3	-4	12	6	1	-1	1
CCOC(=O)C1=C(C)NC(=O)CC1c1cc2c(cc1[N+](=O)[O-])OCO2 (centres undefined)	30	3	-3	12	5	-1	0	2	1
Cc1nn(C(C)(C)C)c(NC(=O)c2ccccc2)c1C#N	-2	8	0	-2	7	6	-1	-2	1
CCCCCOc1ccc(C2C(C(C)=O)=C(C)Nc3ncnn32)cc1OC (centres undefined)	8	-2	-1	7	3	6	1	6	-2

Screens from PubChem BioAssay.
